Screening results (PubChem BioAssay)
All columns: NCI-60 one-dose screen, growth in % after 48 h at 10 µM unless noted; 100 = growth as untreated, 0 = no growth, -100 = all killed.
UACC-62 – UACC-62 melanoma; AID 1794756; 5.4% of 81,000 active
MALME-3M – MALME-3M melanoma. 5.8% of 78,000 active. AID 1794766
HOP-62 – HOP-62 NSCLC. 3.9% of 80,000 active. AID 1794735
UACC-257 – UACC-257 melanoma. 4.4% of 78,000 active. AID 1794764
HOP-92 – HOP-92 NSCLC cells; 6.3% of 71,000 active; AID 1794738
A549/ATCC – A549/ATCC NSCLC | AID 1794740 | 3.7% of 81,000 active
EKVX – EKVX NSCLC. 3% of 71,000 active. AID 1794765
M14 – M14 melanoma. AID 1794745. 6.2% of 80,000 active
* = called active by the depositor; . = no result given; & = joins results of further samples; [ ] = remark or other dose. The calls were made as follows: active = growth percent below 10; inactive = the rest.

Start of the data: the first two records, to show the layout:
Every second line gives: UACC-62	MALME-3M	HOP-62	UACC-257	HOP-92	A549/ATCC	EKVX	M14
C/C(=N\NC(=O)c1ccc(S(N)(=O)=O)cc1)c1cc2cc(Br)ccc2o1
    83	102	95	89	111	67	86	85
COc1ccc2cc(-c3ccnc4[nH]c(=O)[nH]c(=O)c34)ccc2c1
    92	99	97	89	97	68	109	110

This part in full, repeating the preview:
Every second line gives: UACC-62	MALME-3M	HOP-62	UACC-257	HOP-92	A549/ATCC	EKVX	M14
C/C(=N\NC(=O)c1ccc(S(N)(=O)=O)cc1)c1cc2cc(Br)ccc2o1
    83	102	95	89	111	67	86	85
COc1ccc2cc(-c3ccnc4[nH]c(=O)[nH]c(=O)c34)ccc2c1
    92	99	97	89	97	68	109	110
CCOC(=O)CNC(=O)Sc1ccc(C(C)(C)C)cc1
    91	91	122	111	138	109	111	102
COc1ccc(C2=NN(c3ccc(S(N)(=O)=O)cc3)C(c3ccc(Cl)cc3)C2)c(O)c1 (stereo not drawn)
    53	94	90	57	59	33	56	51
CC(=O)OC[C@]12CC[C@@H]([C@@H](C)C(N)=O)[C@@H]1[C@H]1CC[C@@H]3[C@@]4(C)CC[C@H](OC(C)=O)C(C)(C)[C@@H]4CC[C@@]3(C)[C@]1(C)CC2
    -83*[100 µM]	-89*[100 µM]	-73*[100 µM]	-46*[100 µM]	-83*[100 µM]	9.9*[100 µM]	-25*[100 µM]	-44*[100 µM]
O=C(Cn1cc(CN2CCCCC2)nn1)Nc1ccc2c(ccn2Cc2ccccc2)c1
    101	99	85	104	66	94	102	95
Cn1cc(C(c2coc3ccccc3c2=O)c2cn(C)c3ccccc23)c2ccccc21
    99	108	110	112	109	101	93	.
CC(=O)Nc1ccc(S(=O)(=O)O)c(OC(C)=O)c1
    93	105	105	104	87	102	.	97
Cc1ccc(Nc2n[nH]c(-c3cccs3)c2C#N)cc1
    61	71	101	98	75	100	84	78
C=C(C)[C@@H]1CC=C2c3sc(Nc4cc(F)ccc4F)nc3C[C@@H](C)[C@]2(C)C1
    91	102	107	100	102	96	105	103
COc1cccc(/C=C/C(=O)/C=C(O)/C=C/c2cccc(OC)c2OC)c1OC
    84	96	102	102	80	97	96	99
C=C1C(=O)O[C@H]2[C@H]1CC/C(COC(=O)c1cc3ccccc3o1)=C\CC[C@@]1(C)O[C@@H]21
    -38*	-70*	43	40	-53*	51	-26*	-54*
CCCn1c(=O)[nH]c(N)c([C@H]2c3ccccc3Oc3[nH]c(=O)n(CCC)c(=O)c32)c1=O
    81	78	91	76	102	85	93	84
C=C(C)[C@@H]1CC[C@]2(C(=O)O)CC[C@]3(C)[C@H](CC[C@@H]4[C@@]5(C)CC/C(=N\OCCC#N)C(C)(C)[C@@H]5CC[C@]43C)[C@@H]12
    72	86	102	88	83	73	68	.
Cc1ncc(-c2ccc(Cl)s2)c(NC2CCCCCC2)n1
    96	108	97	101	.	93	.	112
OC1CCCN(Cc2ccccc2)C1 (stereo not drawn)
    91	104	107	94	106	85	116	99
O=C(NCCc1ccccc1)c1[nH]c2ccccc2c1Cl
    84	109	86	97	73	96	57	106
CCN(CC)CC(O)c1ccc(F)c2ccccc12 (stereo not drawn)
    102	115	96	117	85	109	104	97
NNc1c2ccccc2nc2ccccc12
    45	63	65	35	88	24	58	66
O=C(Nc1ncc(Cc2cc(Cl)ccc2Cl)s1)c1cccs1
    37	50	55	79	48	38	64	43

Next records:
Every second line gives: UACC-62	MALME-3M	HOP-62	UACC-257	HOP-92	A549/ATCC	EKVX	M14
Cn1cc(C2=C(c3cccc4ccccc34)C(=O)NC2=O)c2ccccc21
    95	91	100	108	94	102	105	103
c1ccc(-c2nn(-c3ccccc3)c3c2-c2ccccc2CS3)cc1
    86	.	102	96	.	100	92	102
Cc1nc(-c2ccccc2)sc1CC#N
    106	128	102	123	99	100	101	125
c1ccc2c(-c3csc(-c4c[nH]c5ncccc45)n3)c[nH]c2c1
    101	100	79	97	84	101	.	97
C=CN(C(=O)N1CCN(c2cc3c(cc2F)c(=O)c(C(=O)O)cn3C2CC2)CC1)c1nc(-c2ccc(Cl)cc2)cs1
    60	90	69	88	60	41	82	60
COc1ccc(/C=N\NC(=O)c2ccc3nc(-c4ccc(Br)cc4)[nH]c3c2)cc1
    35	-9.0*	4.1*	39	-3.0*	24	40	25
CCCCOc1ccc(C(=O)CCN2CCCCC2)cc1
    94&97	96&104	77&94	107	86&85	92	96&92	99&101
CCOC(=O)c1ccccc1OC(=O)Oc1ccccc1C(=O)OCC
    97	98	104	103	94	97	113	102
Cc1cc([N+](=O)[O-])ccc1NC(=O)c1ccc2c(c1)nc(-c1ccccc1)n2C1CCCCC1
    95	80	92	92	117	79	73	75
C=C(C)COC(=O)c1ccccc1C(=O)OCC1(C)CO1 (stereo not drawn)
    93	.	102	101	.	95	103	96
CCOC(=O)NNC(=O)OCC
    101	.	99	93	100	97	.	106
COc1cc(C(=O)O)ccc1O
    102	118	102	94	94	99	104	102
Cc1ccc(C(=O)O)c([N+](=O)[O-])c1OCc1ccccc1
    102	100	.	108	99	99	110	113
O=C(Nc1ccc(NCCN2CCOCC2)nc1)c1ccc([N+](=O)[O-])cc1
    95	105	103	93	103	98	87	105
C=CN(c1ccccc1)c1nc(=O)[nH]c(=O)[nH]1
    98	108	106	97	110	99	98	97
Cn1cc(-c2cc(N)n3nc(-c4cn(C)c5ccccc45)cc3n2)c2cc(Cl)ccc21
    -56*	-77*	-52*	-60*	-58*	2.5*	-31*	-78*
CNC(=O)c1cc(Oc2ccc3c(c2)sc2nc(-c4ccc(Br)cc4)c(CN4CCN(C)CC4)n23)ccn1
    107	80	86	.	97	107	92	107
COc1ccccc1/C=N/Nc1nc2ccccc2c(=O)n1-c1ccccc1
    87	97	96	95	108	97	103	98
CC(=O)OCC(OC(C)=O)C(OC(C)=O)C1OC(Oc2ccccc2)C(OC(C)=O)C1OC(C)=O (stereo not drawn)
    99	102	110	100	121	101	.	99
CN=S(=O)(OCCCCCOS(=O)(=NC)c1ccc(C)cc1)c1ccc(C)cc1 (stereo not drawn)
    86	100	101	124	59	119	95	97

The results go on:
Every second line gives: UACC-62	MALME-3M	HOP-62	UACC-257	HOP-92	A549/ATCC	EKVX	M14
CCOC(=O)c1cc(C(=O)OC)n2c1ccc1c3ccccc3ccc12
    80	96	81	105	83	107	89	111
NC/C(=C/F)COc1ccc2nc(N3CCC(O)CC3)oc2c1
    101	115	77	112	138	95	71	105
Cc1ccc(=O)n(-c2ccc(C3=NCCC3)cc2)c1
    95	96	92	82	94	91	99	103
CN(Cc1ccccc1)S(=O)(=O)/N=C1\NC(=O)NC1=C(Cl)Cl
    62	-20*	41	68	74	99	86	.
COc1ccc(-c2c3c(cn2Cc2ccccc2OC)-c2oncc2CCC3)cc1
    79	93	93	100	75	93	95	97
Nc1cccc(NC(=O)C(=O)Nc2cccc(N)c2)c1
    91	141	96	.	90	97	94	87
CC(=O)OCC(=O)[C@@]12OC(C)(C)O[C@@H]1CC1C3C[C@H](F)C4=CC(=O)C=C[C@]4(C)[C@@]3(F)[C@@H](O)C[C@@]12C (stereo partly drawn)
    102	96	107	105	77	.	78	99
Nc1nc(=O)n([C@H]2C[C@H](O)[C@@H](CO)O2)cc1CO
    107	109	111	115	85	112	115	115
CCOC(=O)N1CCC2(CC1)NC(=O)c1ccccc1N2
    111	114	93	107	105	97	107	107
CN1CCN(c2ccc(C(=O)Nc3cccc(C#Cc4cccc5[nH]nc(N)c45)c3)cc2C(F)(F)F)CC1
    -79*	-66*	-64*	-67*	-12*	-67*	17	-69*
COc1cc(/C=C/c2nc(Nc3ccc(S(=O)(=O)Nc4cc(C)on4)cc3)c3ccccc3n2)ccc1O
    47	63	79	83	84	75	73	.
CCOC(=O)c1c(NCC(=O)Nc2ccc([N+](=O)[O-])cc2Cl)sc(C(C)=O)c1C
    102	98	97	103	88	104	91	92
O=C1/C(=C\c2cccn2C/C=C/c2ccccc2)c2ccccc2N1c1c(Cl)cccc1Cl
    87	84	96	97	65	80	80	93
COc1cc(/C=C/C(=O)c2ccc(NC(=O)CSc3nnc(-c4cc(OC)c(OC)c(OC)c4)n3-c3ccccc3)cc2)cc(OC)c1OC
    21	68	-9.2*	46	54	20	31	-9.3*
Fc1cccc(-n2ncc3c(Nc4ccc(-c5nnc(Nc6ccccc6)s5)cc4)ncnc32)c1
    102	112	96	105	100	107	103	103
COc1ccsc1/C=N/NC(=O)c1[nH]c2ccc(Br)cc2c1-c1ccccc1
    9.1*	22	26	11	-5.6*	12	15	5.9*
C#CCOc1ccccc1C(OC(=O)c1ccc(OC)cc1)C(=O)NC(C)(C)C(C)(C)C (stereo not drawn)
    73	82	86	85	70	81	82	84
CCCCN(CCCC)CCCNc1c2c(nc3ccc(OC)cc13)CCCC2
    110	122	85	108	47	99	89	92
COc1cc2c(c(OC)c1OC)C(=O)CC(c1cccc(NC(=O)c3cccc(N)c3)c1)O2 (stereo not drawn)
    70	79	100	93	74	85	92	96
CC(Sc1nc2sc3c(c2c(=O)n1-c1ccc(Cl)cc1)CCCC3)C(=O)Nc1ccc([N+](=O)[O-])cc1Cl (stereo not drawn)
    79	114	99	115	99	96	75	105

Other results.
Every second line gives: UACC-62	MALME-3M	HOP-62	UACC-257	HOP-92	A549/ATCC	EKVX	M14
CSc1nc(N)c(C(=O)NC2CCCCC2)s1
    93	111	98	107	93	101	110	105
COc1ccc2[nH]cc(-c3noc(C(=O)c4cn(C)c5ccc(Br)cc45)n3)c2c1
    93	96	87	105	104	101	96	91
CC(=N\OCCC#N)/C(C)=N/OCCC#N
    96	98	106	108	101	109	95	100
COc1ccc(-c2nc(SCC(C)C)nc(NN)c2C#N)cc1
    60	101	35	103	89	71	92	88
Cc1[nH]c(=O)[nH]c(=O)c1NC(=O)c1ccccc1[N+](=O)[O-]
    90	97	94	99	93	102	.	102
N#Cc1c(N)nc2c(c1N)C(Sc1ccc(Br)cc1)c1ccc(O)cc1O2 (stereo not drawn)
    103	111	101	110	115	93	82	98
CC(=O)OCC(=O)[C@@]12OC3(CCCC3)O[C@@H]1CC1C3CCC4=CC(=O)C=C[C@]4(C)[C@@]3(F)[C@@H](O)C[C@@]12C (stereo partly drawn)
    94	83	112	95	77	69	62	100
O=C(Nc1ccc2c(O)c(N=Nc3ccccc3)c(S(=O)(=O)O)cc2c1)Nc1ccc2c(O)c(N=Nc3ccccc3)c(S(=O)(=O)O)cc2c1
    100	96	86	107	105	104	104	104
COc1ccc2c(c1)/C(=N\N=C\c1cc(OC)c(OC)c(OC)c1)C(=O)N2
    92	98	94	82	103	88	96	105
CCOC(=O)C(Cc1ccc(OC)c(OC)c1Br)(NC(C)=O)C(=O)OCC
    96	109	95	111	93	106	90	107
COc1ccc(S(=O)(=O)N2CCCC(C(=O)Nc3nc4ccc(NC(=O)c5ccc(F)c(OC)c5F)cc4s3)C2)cc1 (stereo not drawn)
    71	89	97	68	.	84	88	80
CCCCCCCCCCC(CO)CCCCCCCC (stereo not drawn)
    99	.	95	103	78	98	.	98
CN(NC1OC(=O)c2ccccc21)c1ccc(C(F)(F)F)cc1[N+](=O)[O-] (stereo not drawn)
    77	80	88	96	69	98	88	86
O=C(CN1CCN(c2cc(=O)n(-c3ccccc3)c3ccccc23)CC1)Nc1ccccc1
    70	.	75	57	.	76	55	89
N#CC1=C(Nc2ccccc2Cl)SC(c2ccccc2O)NC1=O (stereo not drawn)
    103	116	115	37	.	56	108	109
NC(N)=N/N=C\c1ccc(OCc2ccccc2)cc1
    78	92	63	90	40	83	89	81
Cc1ccc(-c2csc(NC(=O)CN3CCN(c4cc5c(cc4F)c(=O)c(C(=O)O)cn5C4CC4)CC3)n2)cc1
    19	-2.3*	11	-13*	-16*	3.5*	16	23
NC(/N=C/c1cc(Cl)cc(Cl)c1O)=N\S(=O)(=O)c1ccc(N=Cc2cc(Cl)cc(Cl)c2O)cc1
    112	129	103	93	95	89	102	98
CCN(CC)CCOC(=O)Nc1c(C(C)C)cccc1C(C)C
    93	98	104	98	117	95	106	107
O=C(O)c1cccnc1Sc1nc2ccc(Cl)cc2c(=O)n1-c1ccccc1
    100	107	104	128	.	120	93	109

One compound at a time, from the list above. Order of screens: UACC-62	MALME-3M	HOP-62	UACC-257	HOP-92	A549/ATCC	EKVX	M14
`CCOC(=O)N1CCC2(CC1)NC(=O)c1ccccc1N2` as listed: 111	114	93	107	105	97	107	107
`COc1ccsc1/C=N/NC(=O)c1[nH]c2ccc(Br)cc2c1-c1ccccc1` as listed: 9.1*	22	26	11	-5.6*	12	15	5.9*
`CC(Sc1nc2sc3c(c2c(=O)n1-c1ccc(Cl)cc1)CCCC3)C(=O)Nc1ccc([N+](=O)[O-])cc1Cl` (stereo not drawn) as listed: 79	114	99	115	99	96	75	105
`c1ccc2c(-c3csc(-c4c[nH]c5ncccc45)n3)c[nH]c2c1` as listed: 101	100	79	97	84	101	.	97
`O=C1/C(=C\c2cccn2C/C=C/c2ccccc2)c2ccccc2N1c1c(Cl)cccc1Cl` as listed: 87	84	96	97	65	80	80	93

New compounds follow.
Every second line gives: UACC-62	MALME-3M	HOP-62	UACC-257	HOP-92	A549/ATCC	EKVX	M14
COc1ccc(-c2ccc(-c3ccc(C(=N)N)cc3)s2)cc1Cl
    88	57	35	88	76	-48*	68	39
COc1ccc(-c2nc3ccc(-c4nnc(SCC(=O)Nc5ccc(Cl)cc5)o4)cc3[nH]2)cc1
    82	99	99	113	94	110	87	.
CCCCCC(=O)c1cc(O)c(O)c(O)c1
    98	117	78	93	66	92	93	98
NCCC(=O)NCc1ccccc1
    99	111	93	85	.	83	102	99
NC(=NCCCC(NC(=O)OCc1ccccc1)C(=O)NC(Cc1ccccc1)C(=O)OCc1ccccc1)NC(=O)OCc1ccccc1 (stereo not drawn)
    93	94	113	98	100	102	.	92
O=C(c1ccccc1)c1ccc[n+](CCc2c[nH]c3ccccc23)c1
    109	80	102	115	94	109	93	95
CC(C)(C)CC(C)(C)c1ccc(OCCO)cc1
    106	158	110	108	.	96	122	112
